# HTR5A ag ctr: counter-screen for OPRM1-OPRD1 agonists: human HTR5A agonism; P47898; HTR5A agonist assay, luminescence, cell-based; activation, % at 9.3 µM; actives 0.61% (n = 340,000); AID 504692; in the data active = activation mostly above about 9.5%, no sharp cut-off; inactive = mostly below about 7.6%;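 also: 0% = cells with vehicle only and 100% = reference agonist; strong numbers were not always called active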
# Target sequence (P47898 whole entry, looked up): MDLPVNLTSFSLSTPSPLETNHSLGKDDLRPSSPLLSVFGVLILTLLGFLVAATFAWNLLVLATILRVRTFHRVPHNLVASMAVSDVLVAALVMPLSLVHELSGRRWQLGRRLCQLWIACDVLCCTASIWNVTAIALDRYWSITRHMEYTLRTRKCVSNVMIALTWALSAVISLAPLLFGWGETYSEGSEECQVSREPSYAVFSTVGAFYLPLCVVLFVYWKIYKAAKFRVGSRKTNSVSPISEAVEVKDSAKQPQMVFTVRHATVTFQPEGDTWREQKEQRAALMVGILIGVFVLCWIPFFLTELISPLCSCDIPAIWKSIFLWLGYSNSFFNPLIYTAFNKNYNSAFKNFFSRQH
# E coli growth: reduces bacterial viability in AddAB counter-screen. actives 0.27% (n = 330,000). E. coli V3065 growth, OD600 absorbance, 18 h. inhibition, % at 11.9 µM. AID 449728;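 active = inhibition above the campaign's mean inhibition across all tested compounds plus 3 SD, cut at about 9.9% in these data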;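 also: uninfected addAB+ strain grown without phage in ampicillin broth; 0% = DMSO wells and 100% = ciprofloxacin 0.95 µg/ml wells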
# PKA-R1A activ: PKA-R1A complex activation | actives 0.083% (n = 340,000) | P00514+P68181 | activation, % at 11.4 µM | PKA-R1A dissociation, Cy5-IP20 fluorescence polarization; scaled: DMSO 0%, 113 µM cGMP 100% | AID 504707;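 active = percent activation above the mean of all tested compounds plus 3 SD, cut at about 19% in these data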;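 also: higher means more PKAc released from R1A so a rise in polarization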
# SUMO Mot1 rescue: SUMOylation pathway inhibition by Mot1-301 growth rescue | growth rescue, % at 18.8 µM | S. cerevisiae Mot1-301 growth rescue, ATP luminescence, 38.5C; percent above DMSO median, 100 means doubled | AID 2716 | actives 1% (n = 320,000);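 active = every valid replicate shows activation above 250% relative to neutral control wells; inactive = the rest, any valid replicate at or below 250%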;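 also: OY570 slx delta 5 strain wells were the positive control but not used for scaling; some compounds called inactive have numbers as strong as hits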
# DSG3 Ab inh: blocks pemphigus antibody binding to human desmoglein-3; P32926; DSG3-coupled beads, scFv-anti-DSG3-GFP binding, flow cytometry; hits give low values; binding (percent of control), % at 10 µM; actives 0.48% (n = 310,000); AID 588358;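 active = binding more than 3 SD below its plate's average and above zero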;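 also: hits lower antibody fragment binding to DSG3; some compounds called inactive have numbers as strong as hits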
# HTR5A inv ag: counter-screen for OPRM1-OPRD1 inverse agonists: human HTR5A inverse agonism. HTR5A cell line, luminescence. actives 0.083% (n = 340,000). inhibition, % at 9.3 µM; in the data active = inhibition mostly above about 23%, no sharp cut-off; inactive = mostly below about 18%;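 also: 0% = cells with DMSO and 100% = no-cell wells with DMSO; some compounds called inactive have numbers as strong as hits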
# PfHsp90 yeast 2: growth inhibition of yeast expressing Plasmodium Hsp90; inhibition, % at 9.4 µM; actives 0.32% (n = 310,000); S. cerevisiae expressing PfHsp90, BacTiter-Glo ATP, 48 h; yeast lacking PDR1 and PDR3 efflux regulators; AID 504621;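 active = every replicate shows inhibition above about 80%, whatever the replicate mean, limit read from the data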;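 also: 0% = DMSO neutral controls and 100% = 20 µM radicicol positive controls; yeast relying on Plasmodium falciparum Hsp90 in place of its own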
# AddAB inh: less growth of phage-infected E. coli with AddAB; E. coli expressing H. pylori AddAB, absorbance growth; inhibition, % at 11.9 µM; actives 0.29% (n = 330,000); AID 435030; in the data active = inhibition above about 12%;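 also: 0% = vehicle wells of infected cells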
# OPRM1-OPRD1 inv: inverse agonists of human mu-delta opioid receptor heterodimerization; AID 504357; P35372+P41143; cell-based MOR-DOR heterodimer luminescence, inverse agonism; actives 0.21% (n = 340,000); inhibition, % at 9.3 µM; in the data active = inhibition above about 22%, passing the limit was not always enough;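 also: 0% = cells with DMSO and 100% = wells without cells with DMSO; values of inactives mirror those of a sister screen read the other way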
# MOR-DOR ag: agonists of human mu-delta opioid receptor heterodimerization; cells, OPRM1-OPRD1 heterodimerization, luminescence; activation, % at 9.3 µM; P35372+P41143; actives 0.3% (n = 340,000); in the data active = activation above about 18%;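 also: 0% = vehicle-treated cells and 100% = reference agonist; values of inactives mirror those of a sister screen read the other way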
# phage Ecoli inh: E. coli growth loss with phage present | growth absorbance | inhibition, % at 11.9 µM | actives 0.26% (n = 360,000); in the data active = inhibition above about 11%
# * hit, by the source's call; / = no result given; + = active, no number; & = joins results of further samples.
SMILES,HTR5A ag ctr,E coli growth,PKA-R1A activ,SUMO Mot1 rescue,DSG3 Ab inh,HTR5A inv ag,PfHsp90 yeast 2,AddAB inh,OPRM1-OPRD1 inv,MOR-DOR ag,phage Ecoli inh
COCCn1c(SCC(=O)Nc2cc(C)on2)nc2ccccc21,1,3.5,0,-6,87,-3,-9,4.1,6,-1.3,1.7
CC(C)C(=O)Nc1ccc(C(=O)NNC(=S)NC(=O)c2ccco2)cc1,-1,-6.3,-4,-2,106,3,-12,-6.1,12,-2.4,-7.3
CCn1c(CC(=O)Nc2ccccc2OC)nnc1SCC(=O)Nc1ccccc1F,2,-0.7,-2,45,108,-5,/,0.4,1,-0.1,1.6
CCc1ccc(S(=O)(=O)Nc2cccc(C3OCCCO3)c2)cc1,/,-0.5,/,-4,/,/,2,0.7,/,/,2.3
CCOCC(=O)Nc1ccccc1C(=O)OCC,3,-2.6,0,447,109,-2,-27,3.0,11,-2.7,1.3
Clc1cc2c(nn1)Nc1ccccc1S2,4,0.1,-6,-4,115,-11,-19,-1.3,-14,2.6,1.6
Cc1cccc(NC(=O)[C@H](Cc2ccccc2)NC(=O)[C@@H]2Cc3ccccc3CN2)c1,0,-1.4,-7,4,101,-1,14,2.7,4,-0.9,5.7
CCN(C[C@H]1N[C@@](Cc2ccccc2)(C(=O)OC)[C@H]2C(=O)N(C)C(=O)[C@@H]12)C(=O)c1ccc(C)cc1,-1,-0.9,0,/,99,3,7,3.5,2,-0.4,0.4
N#CCn1nnc(-c2ccc3c(c2)OCO3)n1,2,-0.2,-5,-1,/,14,19,1.4,1,-0.2,0.3
Cc1ccc(CCC(=O)Nc2ccc(C#N)cc2)o1,-1,-1.2,9,-6,109,6,-10,2.1,8,-1.5,1.6
COc1ccc(N(CC(=O)NC2CC3CCC2C3)S(=O)(=O)c2ccc(C)cc2)cc1OC (stereo not given),-2,-1.8,-4,187,/,-1,3,3.3,5,-0.9,-0.4
NC(=O)c1ccc(NC(=O)C2CCCO2)cc1 (stereo not given),-1,0.8,6,-9,86,-5,8,0.7,15,-2.5,-2.5
C#CCOCCOCCOCCNc1nc(N2CCN(C(=O)Cn3cc(CCCN=C(N)N)nn3)CC2)nc(N2CCN(C(=O)[C@H](CCCCN)n3cc(CC(C)O)nn3)CC2)n1 (stereo not given in full),6,1.2,-6,29,104,-14,0,2.9,11,-2.0,2.9
O=C(NCC(c1ccco1)N1CCN(c2ccc(F)cc2)CC1)C1CCCCC1 (stereo not given),5,0.8,-5,-11,101,-14,-15,2.3,5,-0.8,-0.7
Cc1ccc(NC(=O)CN2C(=O)NC3(CCCCCC3)C2=O)cc1Cl,1,0.0,0,15,/,3,2,0.8,-5,1.3,3.5
COc1cc2nc(-c3ccccc3C)oc(=O)c2cc1OC,-2,2.2,0,5,115,6,-12,0.5,8,-1.8,2.5
COc1ccc(C(=O)NC(=O)CSc2nnc(-c3ccco3)n2-c2ccccc2)cc1,12,-0.8,5,/,100,-28,-12,1.8,11,-2.2,0.5
O=C(Cc1ccc(F)cc1)Nc1nc(-c2ccc(F)cc2)cs1,-1,-0.4,-2,+,95,2,-11,2.0,-43,8.1,0.6
Cc1cccc(NC(=O)CN2CCN(C(=O)c3cnn(Cc4ccccc4)c3)CC2)c1C,-1,1.8,-1,-15,112,4,7,0.6,0,-0.1,4.0
Cc1ccc(NC(=O)CCC(=O)c2ccccc2)cc1,4,/,2,/,71*,-14,0,/,6,-1.2,1.5
COC(=O)C1=C(C)Nc2nnnn2C1c1ccco1 (stereo not given),2,0.6,-7,/,106,-24,-12,0.5,-14,2.4,0.9
CCc1noc(C)c1C(=O)OCC(=O)Nc1c(F)cccc1F,1,0.6,-7,-1,101,-2,/,0.0,17,-2.7,1.9
CC(C)c1nnc(NC(=O)CS(=O)(=O)c2ccccc2)s1,-2,0.6,-1,109,107,6,-7,2.1,6,-1.1,-1.7
CC1CCN(C(=O)N2c3ccccc3Sc3ccccc32)CC1,7,-0.3,-3,-2,/,16,-7,2.9,-4,0.9,-0.5
CC(Sc1nc2ccccc2o1)C(=O)O (stereo not given),0,1.9,1,-16,100,0,19,2.1,10,-1.8,2.2
CN(c1ccccc1)c1nc(N)c([N+](=O)[O-])c(NC2CCCCC2)n1,0,/,-11,-20,98,0,-13,/,5,-0.8,0.0
O=c1[nH]c(SCc2cccc(F)c2)nc2ccccc12,3,-1.2,6,-1,117,-23,-7,0.9,-22,4.5,3.6
CC(NC(=O)C(C)N1C(=O)C2C3CC(C(Br)C3Br)C2C1=O)c1ccccc1 (stereo not given),-1,-0.5,-7,-16,106,14,24,-0.1,10,-1.9,3.0
Cc1ccc2[nH]c3c(=O)n(N)c(C)nc3c2c1,/,-1.0,/,-12,98,/,-13,2.9,/,/,1.8
COc1ccccc1C(=O)NCCC(=O)Nc1ccc(S(=O)(=O)N2CCCC(C)C2)cc1 (stereo not given),5,-0.3,-8,10,/,-13,-2,-2.0,11,-2.7,4.2
CC(C)C[C@@H](CO)N1CCN(Cc2ccc(Br)cc2)CCC1=O,8,-2.0,6,6,109,-20,5,2.2,7,-1.1,2.5
O=S(=O)(Nc1cccc2ccccc12)c1ccccc1F,-2,-0.4,-8,-7,99,5,-13,3.3,12,-2.2,1.4
O=C(OCC(=O)N1CCOCC1)c1ccccc1O,-5,-0.4,-10,4,/,12,19,2.1,2,-0.3,1.5
COc1cccc(CNC(=O)c2ccc(Cl)c(NC3=NC4CS(=O)(=O)CC4S3)c2)c1 (stereo not given),-2,-1.9,-10,6,88,10,14,2.4,8,-1.6,2.8
O=C(COC(=O)c1ccc2c(c1Cl)C(=O)c1ccccc1C2=O)NC1CCCCC1,3,-3.9,-8,-17,93,-8,-25,1.4,-63,10,0.8
COc1ccccc1NC(=O)c1ccccc1-c1ccccc1C(=O)O,0,-2.1,-7,-7,120,-1,-29,2.1,5,-1.0,-1.7
CCn1c(=O)c2c(nc(SCC(=O)NCC3CCCO3)n2C)n(C)c1=O (stereo not given),0,-0.6,-9,-13,106,-10,-1,0.1,24,-4.2,2.8
C=CCn1c(SCCNC(C)=O)nc2cc(-c3ccccc3)sc2c1=O,-2,0.4,-3,2,/,-13,-15,5.2,2,-0.3,-0.8
CC1(C)CC(=O)C(N=Nc2ccc(F)cc2)=C(O)C1,4,0.3,8,-16,100,-13,-24,2.4,17,-3.3,2.4
CC(Sc1nnc(-c2ccncc2)n1-c1ccc(F)cc1)C(=O)NC1CC1 (stereo not given),5,-1.8,-4,-8,106,-27,/,1.3,-1,0.3,2.1
Cc1cc(Cl)c(OCCN2C(=O)NC(C)(C)C2=O)c(Br)c1,1,4.3,2,-22,90,0,-43,1.9,-5,1.0,3.5
O=C(C1CCCCC1)N1CCc2ccccc21,0,-2.0,-13,9,101,7,17,1.2,13,-2.6,3.2
CCCCCCCn1c(=N)n(CC(=O)c2ccco2)c2ccccc21,5,0.2,8,514*,118,-3,-3,1.1,-27,4.5,2.0
CCOc1ccc(C(=O)Nc2c3c(nn2-c2ccc(C)cc2)CS(=O)C3)cc1OCC (stereo not given),-1,-0.9,-9,5,98,3,-16,0.2,11,-1.9,1.6
CCOC(=O)c1nn(-c2ccc(C)cc2)c(=O)cc1OCC(=O)Nc1cccc(C)c1,2,1.6,0,4,101,4,-42,-1.3,17,-2.6,0.3
O=C(Nc1cc([N+](=O)[O-])ccc1N1CCOCC1)c1cccs1,-1,0.7,-5,-16,105,2,32,-0.7,16,-3.1,1.4
O=C(Cc1ccc2c(c1)OCCO2)Nc1cccc(S(=O)(=O)N2CCOCC2)c1,-2,1.6,-18,32,114,6,-11,-0.8,12,-2.9,0.4
COc1ccc(NC(=O)CS(=O)c2ccc(Cl)c(Cl)c2)cc1 (stereo not given),3,0.1,-10,-4,113,2,25,2.7,-14,2.7,-1.0
CS(=O)(=O)N1CCN(c2ccccc2NC(=O)CSc2nnc(-c3ccco3)o2)CC1,3,0.2,-4,4,101,0,-4,3.1,10,-2.1,1.6
O=C(CNC(=O)c1ccc(F)cc1)N/N=C/c1cc(Br)ccc1OC(=O)/C=C/c1ccco1,6,-0.9,-1,-22,89,-10,-13,1.6,-10,1.9,-1.9
CCOC(=O)Cn1c(CN2CCOCC2)nc2c1c(=O)[nH]c(=O)n2C,3,-0.9,-3,12,99,15,20,-0.8,3,-0.5,4.4
CCOC(=O)C1=C(C)N=C2SC(C)C(=O)N2C1c1ccccc1 (stereo not given),1,-0.3,9,-6,/,22,2,0.6,15,-3.3,0.0
CCn1nnnc1SCC(=O)N1c2ccccc2CCc2ccccc21,1,-2.5,-1,432,109,-8,0,-0.6,15,-3.0,0.9
Cc1c(C)c2c(OCC(=O)NCC(O)c3ccccc3)cc3c(c2oc1=O)CCC(C)(C)O3 (stereo not given),1,2.5,-9,84,98,12,21,1.0,7,-1.4,2.3
O=C(COC(=O)CNS(=O)(=O)c1ccc(Cl)cc1)NC1CCCCC1,-2,/,-6,/,96,6,/,/,24,-4.5,-0.2
COc1ccc(C2C=C(c3ccc(C)cc3)Nc3ncnn32)cc1 (stereo not given),2,/,5,/,102,5,1,/,-5,0.8,2.4
COc1ccccc1CNC(=O)C1CCC(CNS(=O)(=O)c2cccc3cccnc23)CC1 (stereo not given),-1,-2.1,-5,281,/,21,14,-1.8,-4,0.7,2.7
O=C(N=Nc1c(O)[nH]c2ccccc12)c1cccc(S(=O)(=O)Nc2ccccc2Cl)c1,3,-1.4,-13,20,108,-4,-23,2.6,14,-2.1,5.5
O=C1CC(N2CCN(c3ccccc3Cl)CC2)C(=O)N1c1ccc(F)cc1 (stereo not given),1,1.6,-8,45,79,-16,9,2.8,3,-0.6,1.3
CC(C)CN1CCN(CCCOC(=O)Nc2cccc3ccccc23)CC1C (stereo not given),0,/,-1,/,119,1,7,/,7,-1.4,3.2
CCCCNc1c(-c2ccc(OC)c(SC(C)CC)c2)nc2cc(C)ccn12 (stereo not given),5,-1.8,-1,/,111,12,-12,0.2,-46,10.0,1.9&0.7

# 3 records picked at random from those above:
SMILES,HTR5A ag ctr,E coli growth,PKA-R1A activ,SUMO Mot1 rescue,DSG3 Ab inh,HTR5A inv ag,PfHsp90 yeast 2,AddAB inh,OPRM1-OPRD1 inv,MOR-DOR ag,phage Ecoli inh
CCc1noc(C)c1C(=O)OCC(=O)Nc1c(F)cccc1F,1,0.6,-7,-1,101,-2,/,0.0,17,-2.7,1.9
COc1ccccc1NC(=O)c1ccccc1-c1ccccc1C(=O)O,0,-2.1,-7,-7,120,-1,-29,2.1,5,-1.0,-1.7
CC(C)C[C@@H](CO)N1CCN(Cc2ccc(Br)cc2)CCC1=O,8,-2.0,6,6,109,-20,5,2.2,7,-1.1,2.5

# Source: PubChem BioAssay (several laboratories)
